# Mito fusion yeast: blocks mitochondrial division or promotes mitochondrial fusion; S. cerevisiae fusion-defective mutant growth rescue, CellTiterGlo 48 h; Potency, µM (highest dose often 46.1 µM), without a hit: top-dose growth rescue (activation), hits mostly activators; actives 0.23% (n = 320,000); AID 485298;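 also: potency is read from the fitted curve at half-maximal effect; % of control where 0% means no effect; nearly all actives have a fitted effect of over 45% in size; temperature-sensitive fusion mutants such as fzo1-1 at 37 °C on non-fermentable ethanol glycerol medium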
#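 Luminescent cell viability in 1536-well qHTS format served as the measure of rescued growth in ts fusion-mutant S. cerevisiae cultured on non-fermentable YPEG for 48 hours at 37C.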
# Menin MLL FP TR: displaces Texas Red mutant MLL peptide from human menin. O00255. Menin + Texas Red MLL mutant peptide, fluorescence polarization. Potency, µM (top dose mostly 61.6 µM), for inactives: at the highest dose FP activity change, negative = inhibition, most hits filed as inhibitors. actives 0.23% (n = 270,000). AID 1768; active = well fitted inhibition curve with a large enough effect in the polarisation, with a control signal flat, not every such curve was filed as active; inconclusive = small, poorly fitted or top-dose-only effect, or effect the other way, or a change in a side signal; inactive = no such curve, though single readings can be large or run the other way; the % refers to the polarisation; also: potency is read from the fitted curve at half-maximal effect; % of control where 0% means no effect; many of its hits are not listed in these tables
# Chronic BCR inh: inhibitors of chronic active B-cell receptor signaling. ABC-DLBCL IkBa-CBG/CBR reporter, luminescence ratio, 4 h. Potency, µM (doses to about 46.1 µM), without a hit: top-dose ratio change, negative = lower green/red ratio, usual class: inhibitors. actives 0.05% (n = 340,000). AID 493014; active = well fitted inhibition curve with a large enough effect in the signal ratio, with a control signal flat, not every such curve was filed as active; inconclusive = small, poorly fitted or top-dose-only effect, or effect the other way, or a change in a side signal; the % refers to the signal ratio;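 also: potency is read from the fitted curve at half-maximal effect; plate controls were basal doxycycline-induced cells for no effect and cells given 10 µM MG132 for full effect; MG132 reads +100%, hits lower the ratio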
#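 TMD8 human ABC-DLBCL cells with doxycycline-inducible IκBα–green luciferase fusion and unfused red luciferase, in 0.5% FBS medium; compounds up to 46 uM, 4 h at 37C. Green/red luminescence ratio, filter-overlap corrected, fitted to concentration-response curves.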
# PKM2 activator: PKM2 (human) enzyme activation; Potency, µM (series often up to 57.5 µM), for the others: at the top dose activation, usual class: activators; P14618; purified PKM2, Kinase-Glo ATP luminescence, activation; response scale: 0% is enzyme alone, no compound; AID 1631; actives 0.34% (n = 260,000); also: potency is read from the fitted curve at half-maximal effect; % is scaled to controls: 0 for no effect and ±100 for the full control effect; nearly all actives have a fitted effect of over 55% in size
#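 ATP formation by purified human PK-M2, quantified via coupled luciferase luminescence after 1 h at room temperature with 0.1 mM ADP and 0.5 mM PEP final.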
# KCNH2 WT inh: KCNH2 (human, wildtype) channel inhibition; actives 0.37% (n = 340,000); U2OS, BacMam KCNH2, thallium flux FluxOr; active compounds read low; activity change, % at 1.84 µM; Q12809;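 active = maximum activity change below -70%; inconclusive = maximum activity change between -70% and -50%; inactive = maximum activity change above -50%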; also: % is scaled to controls: 0 for no effect and ±100 for the full control effect
#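 U2OS cells were transduced with wild-type KCNH2 virus (2.03 x 10^8 / mL) for 4 h at room temperature, then cultured overnight at 37 C. Thallium flux was read with FluxOr dye. Rate constants were normalized to DMSO controls.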
# GALK inhibitor: blocks human galactokinase activity; Purified GALK, Kinase-Glo residual ATP luminescence; Potency, µM (titrated, usually from 57.5 µM), for inactives: at the highest dose activity change, negative = inhibition, actives largely listed as inhibitors; actives 0.007% (n = 270,000); also: potency is read from the fitted curve at half-maximal effect; % is scaled to controls: 0 for no effect and ±100 for the full control effect
#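 The enzyme phosphorylates galactose (100 uM) using ATP (35 uM); inhibition is detected as higher residual ATP, quantified by bioluminescence after 1 h reaction at room temperature, pH 8.0.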
# Eya2 inh: blocks the phosphatase activity of human Eya2. recombinant Eya2, OMFP fluorescence dephosphorylation (OMFP is methylfluorescein phosphate). AID 488837. Potency, µM (doses to about 76.9 µM), for inactives: at the top dose activity, negative = inhibition, most hits filed as inhibitors. actives 0.006% (n = 330,000); also: potency is read from the fitted curve at half-maximal effect; % is scaled to controls: 0 for no effect and ±100 for the full control effect
#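 Eya2 (0.2 uM) preincubated 10 min at ambient with compound, then OMFP substrate added at 50 uM; 10 min reaction in 50 mM HEPES pH 7.5, 50 mM NaCl, 5 uM MgCl2, 0.05% BSA, 1 mM DTT. Fluorescence read at Ex 485/Em 525 nm.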
# S-ASM inh: inhibitors of human secretory acid sphingomyelinase. P17405. placental ASM, HMU-PC fluorogenic substrate, 60 min. Potency, µM (top dose mostly 57.5 µM), inactives show at the highest dose activity change, negative = inhibition, usual class: inhibitors. actives 0.006% (n = 340,000). AID 504937; also: potency is read from the fitted curve at half-maximal effect
# Target sequence (P17405 47-631 limits assumed): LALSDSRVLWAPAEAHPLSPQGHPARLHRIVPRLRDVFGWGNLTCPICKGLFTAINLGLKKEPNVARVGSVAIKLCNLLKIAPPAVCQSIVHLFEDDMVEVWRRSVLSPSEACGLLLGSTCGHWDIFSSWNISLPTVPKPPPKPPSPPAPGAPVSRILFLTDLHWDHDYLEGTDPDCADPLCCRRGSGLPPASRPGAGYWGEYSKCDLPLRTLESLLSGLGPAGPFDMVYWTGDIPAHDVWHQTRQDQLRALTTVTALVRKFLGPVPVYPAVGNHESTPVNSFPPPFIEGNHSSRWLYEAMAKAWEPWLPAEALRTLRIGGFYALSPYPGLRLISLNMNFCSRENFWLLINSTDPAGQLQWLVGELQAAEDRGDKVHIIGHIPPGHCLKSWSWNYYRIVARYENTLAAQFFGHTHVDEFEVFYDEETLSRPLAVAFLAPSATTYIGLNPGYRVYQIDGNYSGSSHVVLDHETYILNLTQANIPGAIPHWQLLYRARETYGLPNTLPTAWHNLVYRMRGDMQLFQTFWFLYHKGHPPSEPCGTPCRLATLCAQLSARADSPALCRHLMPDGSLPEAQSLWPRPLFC
#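 Human placenta-derived ASM preincubated with compound 10 min at room temperature, then reacted with 9 uM (final) fluorogenic HMU-PC substrate for 60 min at 37 C. Stop solution raises pH to 10; fluorescence read at Ex 386/Em 447 nm.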
# TSHR antagonist: blocks TSH signaling through the human TSH receptor; TSHR-expressing cells, TSH-stimulated cAMP HTRF, 2 h; active compounds read low; activity change, negative = inhibition, % at 11.5 µM; actives 0.2% (n = 330,000);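 active = activity change below a set negative limit, meaning inhibition stronger than a set level, cut at about -70% in these data; inconclusive = activity change between two set negative limits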; also: % is scaled to controls: 0 for no effect and ±100 for the full control effect
#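 TSHR-expressing cells, 200/well, pre-treated with compound, then stimulated with EC80 TSH (4nM final) for 2 hours at 37 deg C. cAMP measured by competitive HTRF: anti-cAMP cryptate antibody in lysis buffer plus cAMP-d2, read after 30 minutes at room temperature.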
# MBNL1-CUG inh: MBNL1-poly(CUG) RNA binding inhibition. actives 0.036% (n = 280,000). Potency, µM (doses to about 57.5 µM), inactives show top-dose activity change, negative = inhibition, usual class: inhibitors. Q9NR56. AID 2675. TR-FRET MBNL1-His/biotin-(CUG)12 binding, 665/545 ratio; active = well fitted inhibition curve with a large enough effect in the signal ratio, with a control signal flat, not every such curve was filed as active; inconclusive = small, poorly fitted or top-dose-only effect, or effect the other way, or a change in a side signal; inactive = no such curve, though single readings can be large or run the other way; the % refers to the signal ratio; also: potency is read from the fitted curve at half-maximal effect; % is scaled to controls: 0 for no effect and ±100 for the full control effect
# Target sequence (Q9NR56 whole entry, looked up): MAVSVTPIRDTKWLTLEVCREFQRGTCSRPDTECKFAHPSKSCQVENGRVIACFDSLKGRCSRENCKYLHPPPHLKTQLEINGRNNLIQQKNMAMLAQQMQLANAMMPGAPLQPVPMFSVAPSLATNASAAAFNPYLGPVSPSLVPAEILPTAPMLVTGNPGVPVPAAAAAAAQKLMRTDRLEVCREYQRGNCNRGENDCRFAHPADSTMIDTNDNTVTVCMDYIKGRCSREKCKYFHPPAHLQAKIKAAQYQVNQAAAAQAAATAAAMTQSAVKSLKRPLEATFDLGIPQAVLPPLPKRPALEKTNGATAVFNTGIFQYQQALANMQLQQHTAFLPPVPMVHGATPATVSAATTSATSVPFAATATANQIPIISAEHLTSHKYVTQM
#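 Inhibition of protein-RNA binding appears as loss of TR-FRET between terbium anti-His antibody on MBNL1-His and streptavidin-XL665 on biotin-(CUG)12. Activity is normalized to buffer-only and uninhibited-complex controls.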
# USP2a inh: inhibitors of human ubiquitin-specific protease USP2a; USP2 core, Ub-CHOP2 coupled fluorogenic reporter, 485/531; Potency, µM (highest dose often 38.3 µM), without a hit: top-dose activity change, negative = inhibition, actives largely listed as inhibitors; actives 0.01% (n = 330,000);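 also: potency is read from the fitted curve at half-maximal effect; plate controls were DMSO wells for no effect and full inhibition by NEM control for full effect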
#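 Deubiquitinase activity read as fluorescence (485/531 nm) after Ub-CHOP2 cleavage activates the enterokinase reporter on its substrate; USP2 core 10nM, Ub-CHOP2 and substrate 25nM each, 30min compound preincubation then 60min RT; data normalized to NEM, curves fitted.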
# Active calls of the source: *; ? = inconclusive; · = not tested or not shown; [ ] = remark or other dose. Unless noted, calls follow the shape of the dose curve; as a rule, active = well fitted curve in the direction sought with a large enough effect; inconclusive = small, poorly fitted or top-dose-only effect, or another doubt; inactive = no such curve, though single readings can be large; an effect the other way counts as inactive or inconclusive. Some of the compounds tested; count on the stated rates, not on these rows.
SMILES,Mito fusion yeast,Menin MLL FP TR,Chronic BCR inh,PKM2 activator,KCNH2 WT inh,GALK inhibitor,Eya2 inh,S-ASM inh,TSHR antagonist,MBNL1-CUG inh,USP2a inh
CCOc1ccc(-c2nnc(-c3ccco3)o2)cc1OCC,-0.4%,-19.9%,?,-1.1%,-11.9,-4.3%,-24.9%,0.0%,-6.5,-5.5%,0.4%
CC(C)N(CCNC(=O)c1cn(C)c2ccc(S(=O)(=O)N(C)C)cc2c1=O)Cc1ccccc1,-0.1%,0.9%,10.5%,2.4%,1.9,2.4%,1.5%,2.1%,-3.0,2.9%,0.3%
COc1ccc(C(C(=O)NC(C)(C)C)N(CCO)C(=O)CCC(=O)Nc2cc(C)on2)cc1 (configuration not stated),-0.8%,10.5%,-10.5%,1.6%,-7.9,0.8%,12.3%,-4.5%,6.3,-1.8%,-0.5%
COc1cc(C(CC(=O)Nc2ccc(C)cn2)N2Cc3ccccc3C2=O)cc(OC)c1OC (configuration not stated),2.5%,-0.7%,?,·,-0.2,-0.1%,-7.7%,2.4%,7.9,1.7%,5.2%
Cc1ccc(S(=O)(=O)NCc2ccc3[nH]c(C)cc3c2)cc1,-3.7%,-27.9%,12.4%,-0.8%,-4.7,-1.0%,-10.0%,-1.3%,9.6,1.2%,2.8%
Fc1ccc(CN2CCN(C(=S)NCCc3ccccc3)CC2)c(Cl)c1,3.7%,15.2%,?,3.0%,-10.9,0.4%,-7.1%,1.3%,-5.5,-6.1%,0.1%
COc1ccccc1OCC(O)CNCc1ccc2c(c1)OCO2 (configuration not stated),1.0%,·,0.8%,-2.5%,7.1,-1.2%,-6.2%,2.7%,-3.1,·,-1.0%
CCCCN(c1ccccc1)S(=O)(=O)c1cccc2cccnc12,-1.2%,·,10.4%,-19.1%,4.0,·,-3.9%,-1.0%,27.7,-9.7%,-5.7%
CCCN(CC(=O)Nc1cc(C)on1)CC(=O)Nc1ccc(F)c(F)c1F,·,·,-6.3%,·,5.4,·,-21.8%,-1.8%,·,·,-5.2%
CCN1C(=O)C2C(c3ccc(O)c(OC)c3)NC(C)(C(=O)OC)C2C1=O (configuration not stated),-1.7%,2.4%,1.0%,4.5%,5.0,3.3%,-0.5%,2.4%,-7.9,11.6%,3.7%
COc1cc(C(=O)OCC(=O)Nc2cc(C)on2)cc(OC)c1OC,-1.6%,9.2%,-8.9%,2.2%,-3.5,0.8%,5.9%,0.4%,-17.5,35.9%[activator],-0.1%
CCC(C(=O)NCCCN1CCCC1=O)n1c2ccccc2c2nc(=O)cc(C)n21 (configuration not stated),1.9%,·,-2.9%,·,4.5,3.6%,-1.9%,2.7%,3.1,-2.5%,2.2%
O=C(O)c1cc(-c2ccc(Cl)s2)[nH]n1,-1.7%,·,-6.6%,4.4%,0.6,-1.0%,2.6%,3.3%,-2.2,-2.7%,1.1%
N#CCCN1CCN(S(=O)(=O)c2ccc(S(=O)(=O)NC3CCCC3)cc2)CC1,2.9%,-6.7%,9.8%,-0.2%,-8.0,0.0%,11.0%,3.2%,34.0,-12.7%,-1.2%
O=C(Cc1ccccc1)Nc1ccccc1C(=O)NCC1CCCO1 (configuration not stated),3.1%,·,?,-3.3%,1.0,-1.4%,-4.3%,9.0%,13.2,-3.6%,0.1%
COc1cc(OC)cc(-c2nnc(SCC(=O)Nc3ccc(C(=O)O)cc3)s2)c1,0.5%,?,-12.7%,·,-3.6,9.9%,-18.8%,-0.1%,-4.8,5.9%,0.2%
COc1ccc(-c2nc3ccccn3c2NCc2ccc3c(c2)OCO3)cc1,-1.3%,3.7%,?,-5.8%,7.0,3.1%,-8.8%,120.5%[activator],37.9,21.4%,0.9%
CCCCCN(C(=O)CCC(=O)OCC(=O)N(CC)c1ccccc1)c1c(N)n(CCCC)c(=O)[nH]c1=O,2.3%,·,6.4%,·,5.4,·,-11.4%,4.7%,4.0,·,4.2%
CCOc1ccc2nc(N3CCCCCC3)sc2c1,-5.1%,?,?,-4.3%,-2.6,0.3%,4.6%,-3.8%,12.6,7.8%,1.3%
Cc1c(N2C(=O)c3ccccc3C2=O)c(=O)n(-c2ccccc2)n1C,-1.4%,0.2%,-1.6%,-13.8%,-3.5,-0.8%,-2.2%,4.9%,19.1,-2.8%,-1.6%
COc1cc(O)c(C(CC(=O)N2CCN(c3ccccc3)CC2)c2ccc3c(c2)OCO3)c(OC)c1 (configuration not stated),-6.8%,31.3%[activator],-14.3%,2.7%,·,-0.3%,-8.8%,-4.6%,2.4,-7.4%,2.6%
CCOc1ccc(S(=O)(=O)N(C)CC(=O)NC2CCCC2)cc1,-1.1%,-13.2%,-0.3%,7.1%,1.1,-2.9%,2.2%,2.4%,-8.9,-2.8%,-0.9%
CC1(c2ccc([N+](=O)[O-])c(CS(=O)(=O)c3ccccc3)c2)OCCO1,0.9%,4.5%,-4.8%,·,5.3,9.4%,-6.4%,1.2%,-9.2,?,-0.6%
CC(OC(=O)CCN1C(=O)C2CC=CCC2C1=O)C(=O)Nc1cccc(Cl)c1 (configuration not stated),1.8%,·,4.3%,·,4.6,·,-27.5%,-0.4%,-4.8,·,2.5%
CCOC(=O)N1CCN(c2c(NCCCN3CCCCCC3)c(=O)c2=O)CC1,4.4%,-2.8%,?,-0.1%,-14.0,1.8%,6.2%,7.0%,-0.2,8.5%,-0.9%
SMILES,Mito fusion yeast,Menin MLL FP TR,Chronic BCR inh,PKM2 activator,KCNH2 WT inh,GALK inhibitor,Eya2 inh,S-ASM inh,TSHR antagonist,MBNL1-CUG inh,USP2a inh
CCOc1ncccc1C(=O)Nc1cc(S(=O)(=O)N2CCCCC2)ccc1C,-0.4%,·,?,·,-5.5,·,13.2%,0.4%,-21.1,·,-1.1%
CN(C)C(=O)c1ccc(NC(=O)c2cccnc2)cc1,-2.7%,·,10.2%,-11.6%,12.6,-3.9%,22.7%,5.3%,4.0,4.4%,-0.1%
O=C(N/N=C/c1ccc2c(c1)OCO2)c1ccc2c(c1)OCCO2,-2.7%,11.8%,?,-12.2%,2.9,3.2%,-0.1%,2.8%,-1.6,?,0.1%
COC(=O)C(Cc1c[nH]c2ccccc12)NC(=O)c1ccc2nc[nH]c2c1 (configuration not stated),-2.1%,·,3.1%,·,-0.2,·,-2.0%,-2.2%,-1.3,·,0.4%
Nc1c(Cl)ncnc1NCC(O)CO (configuration not stated),1.0%,·,1.8%,0.1%,3.7,-3.6%,7.3%,2.1%,7.8,-1.4%,11.7%
Cc1ccc(C)c(/C(O)=C2/C(=O)C(=O)N(CCN3CCOCC3)C2c2ccco2)c1 (configuration not stated),0.3%,?,6.3%,5.5%,-6.8,-2.0%,-12.2%,3.4%,34.7,-1.7%,0.9%
O=C(N/N=C/c1cc(Br)cc(Br)c1O)c1cccc(S(=O)(=O)N2CCOCC2)c1,17.1%,·,2.9%,-4.9%,-1.7,2.4%,4.3%,-12.7%,?,-3.8%,-11.9%
COC(=O)c1cc(S(=O)(=O)N2CCN(c3ccc([N+](=O)[O-])cc3)CC2)c[nH]1,17.9%,?,?,·,-15.8,3.5%,6.1%,-0.6%,24.4,?,-5.7%
Cc1ccc(S(=O)(=O)/N=C/c2ccco2)cc1,0.4%,-1.0%,-1.7%,-0.6%,-9.3,4.8%,-3.3%,0.9%,0.7,-2.9%,0.0%
COc1ccc(C(=O)N[C@H](C(=O)OCn2nnc3ccccc3c2=O)C(C)C)cc1,2.8%,·,2.9%,·,3.5,·,-10.4%,-0.3%,-9.4,·,0.5%
O=C(NCC(c1ccc(F)cc1)N1CCOCC1)c1c(F)cccc1F (configuration not stated),-2.7%,·,-0.1%,1.1%,4.8,-1.3%,-0.8%,2.3%,-3.4,-1.5%,0.0%
Cc1ccc(S(=O)(=O)Nc2ccc(C(=O)NCc3cccnc3)cc2)cc1,0.2%,·,0.1%,8.1%,2.6,-4.5%,-1.4%,2.2%,-9.1,0.7%,-0.6%
CC(=O)Nc1ccc(NC(=O)c2ccccc2N(C)S(=O)(=O)c2ccc(C)cc2)cc1,1.8%,-15.7%,-4.7%,-6.5%[11.5 µM],0.3,5.1%,-2.8%,-4.0%,-0.1,-7.8%,0.2%

# Screens as filed in PubChem BioAssay.
